Screening data as filed in PubChem BioAssay.
INS-1E GSIS act = primary screen for activators of insulin secretion dependent on glucose, INS-1E cells, GLuc reporter luminescence. 370,000 tested, 0.61% active. AID 743287. activation, % at 16.6 µM. INS-1E GLuc reporter insulin secretion, 2-3 h;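 active means lowest replicate activation of at least 40%, so every replicate reaches that level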;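 further: 0% = median of neutral control wells and 100% = median of IBMX positive control wells; some compounds called inactive have numbers as strong as hits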
PglD DTNB = blocks C. jejuni PglD acetyltransferase activity; inhibition, % at 12.5 µM; 360,000 tested, 0.098% active; purified PglD enzyme, DTNB colorimetric CoA detection; in the data active means inhibition above about 16%, passing the limit was not always enough; inconclusive means no clear call, values can overlap the other calls; further: strong numbers were not always called active
C2C12 statin = protects C2C12 myotubes from simvastatin toxicity; ATP luminescence, 48 h; scaled: DMSO 0, geranylgeraniol control 100; rescue of ATP level, % at 7.49 µM; 330,000 tested, 0.78% active;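 active means mean ATP rescue above about 67%, or every replicate alone reaching that limit, limit read from the data, passing the limit was not always enough; inconclusive means no clear call, values can overlap the other calls; inactive means mean under the limit and some replicate under it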;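 further: myotubes were challenged with 10 µM simvastatin during compound exposure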
miR-122 sensor = blocks miR-122 activity in Huh7 sensor cells | Huh7 miR-122 Renilla luciferase sensor, 48 h; neutral wells = 0, positive control = 100 | activation (reporter increase), % at 12.5 µM | 340,000 tested, 0.3% active;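 active means mean replicate activation score at least 90 and every replicate individually at or above 90; inconclusive means only one of the two criteria met; inactive means neither criterion met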;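 further: higher luciferase means less miR-122 activity so hits act as miR-122 inhibitors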
FN deposition inh = fibronectin deposition inhibition; AH1F fibroblasts, Alexa488-fibronectin deposition fluorescence, overnight; inhibition, % at 12.6 µM; 350,000 tested, 0.086% active;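 active means mean inhibition across replicates of 30% or more, regardless of how many single replicates reach that level; inconclusive means mean under 30% yet at least half of replicates reach 30%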;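 further: positive control wells lacked labelled fibronectin entirely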
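material = AH1F fibroblast monolayer depositing Alexa488-labelled fibronectin into matrix | amount = 10000 AH1F cells/well | buffer or medium = DMEM plus 2% serum, read in PBS | incubation = 1 h cell adhesion before compound, then overnight fibronectin incubation | detection = fluorescence at 485 nm excitation, 525 nm emission | evaluation = percent inhibition as loss of matrix-bound fibronectin fluorescence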
CFTR F508del cor = correctors of CFTR F508del function in bronchial epithelial cells; 350,000 tested, 0.36% active; AID 720511; activity (quench increase), % at 7.58 µM; CFBE cells, YFP halide quenching; stimulated with forskolin plus potentiator P3; % fluorescence drop versus neutral controls;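 active means mean added fluorescence quench of at least 8% versus neutral control, with both replicates also reaching 8%; inconclusive means only one of the mean or replicate conditions met; inactive means mean below 8% and not both replicates reaching 8%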;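 further: cells transiently co-express mutant CFTR-F508del with the halide-sensitive YFP; corrector assay measuring rescue of mutant channel to the surface after 24 h compound exposure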
Cneo AK release = causes C. neoformans cell lysis; adenylate kinase release luminescence, 4 h; normalised: neutral wells 0, clomiphene wells 100; lysis activity, % at 15 µM; 360,000 tested, 0.2% active; AID 651654;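 active means mean lysis activity across replicates of at least 80%, whatever share of replicates individually reach that level; inactive means mean lysis activity below 80%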
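Assay system: log-phase C. neoformans yeast / Quantity: yeast cell density of 5 × 10^6 cells/mL / Medium: fresh YPD growth medium / Compound: single dose / Timing: static 4 h at 37 °C with compound, 1 h detection / Measured by: adenylate kinase release luminescence / Read-out: lysis from increased AK signal / Benchmarks: Clomiphene as positive lysis control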
PGC1a acetyl inh = modulators of PGC1a acetylation | U2OS PGC1a acetylation, AlphaScreen anti-acetyl-lysine; with virally co-expressed GCN5 acetyltransferase | inhibition, % at 15.6 µM | 350,000 tested, 0.17% active;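 active means every replicate shows inhibition of at least 40%; inconclusive means mean inhibition at least 40% but some replicate below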;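 further: 0% = neutral control wells and 100% = positive control wells; some results beyond the cut were filed as inactive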
Numbers without * were called inactive; ? = inconclusive; nt = no result given; & = joins results of further samples; [ ] = another dose, or the depositor's remark. An unsorted share of the library (roughly 2.1% active in at least one column).

nr	SMILES	INS-1E GSIS act	PglD DTNB	C2C12 statin	miR-122 sensor
1	O=C(N[C@@H]1CC[C@H](CCn2cc(-c3ccccn3)nn2)O[C@H]1CO)c1cccnc1	17	-2	0	nt
2	Cc1ccc(S(=O)(=O)NC2=NCN(CCOC(=O)c3ccc([N+](=O)[O-])cc3)CN2)cc1	nt	-3	3	4
3	CCCCc1nnc(SCc2ccc(OCC)cc2)n1N	nt	-5	10	3
4	CCOc1ccc(-c2c(C(=O)N/N=C/c3ccc(OC)cc3)nnn2-c2nonc2N)cc1	1	-1	3	0
5	Cc1ccc(S(=O)(=O)N2C[C@H]3[C@@H](c4ccccc42)[C@@H](CO)N3Cc2cccnc2)cc1	7	-1	2	-7[16.7 µM]
6	CCOC(=O)N1CCN(C(=O)Cn2ncn3nc(-c4cccs4)cc3c2=O)CC1	nt	-4	10	-4
7	C[C@@H]1CN([C@H](C)CO)S(=O)(=O)c2ccc(C#Cc3ccccc3)cc2O[C@@H]1CN(C)S(=O)(=O)c1ccccc1F	13	1	27	28[16.7 µM]
8	CSCCOC(=O)C1=C(C)NC(=O)CC1c1ccccc1Cl (stereo not given)	nt	5	10	-1
9	CCCCN(CCCC)CC(O)COc1ccc(Br)cc1 (stereo not given)	-1	-2	nt	-3
10	CN(CC(=O)NCCc1ccc(F)cc1)Cc1cccs1	-10	nt	nt	nt

nr	FN deposition inh	CFTR F508del cor	Cneo AK release	PGC1a acetyl inh
1	nt	-4.3	1	-8
2	-10	nt	0	18
3	2	nt	-1	8
4	nt	nt	0	8
5	-9	1.7	-3	2
6	nt	nt	0	4
7	nt	1.2	-2	-16
8	nt	nt	0	29
9	7	0.2	2	-7
10	5	1.6	nt	4

(cont.)
nr	SMILES	INS-1E GSIS act	PglD DTNB	C2C12 statin	miR-122 sensor
11	COc1ccc(C2=CSC3=NCCN23)cc1Cl	0	-4	0	-1
12	O=C(NCCCn1ccnc1)c1cc(-c2ccccc2)on1	2	8	-35	?
13	Cc1cc(NC(=O)CSc2ncnc3ccccc23)no1	17	1	2	-2
14	COc1ccc(CNc2nnnn2C)c(OC)c1	5	2	-8	4
15	CC1(c2ccccc2)NC(=O)N(CC(=O)Nc2ccc(Cl)c(S(=O)(=O)N3CCCCC3)c2)C1=O (stereo not given)	-70	3	nt	7
16	CCCC(=O)Nc1ccc2c(c1)C(=O)N(C)[C@@H]1CC[C@@H](CC(=O)O)O[C@@H]1CO2	-1	-3	-8	-3[16.7 µM]
17	Cc1ccc(/C=C/C(=O)OCC(=O)NCCN2C(=O)CSC2=O)cc1	-13	nt	nt	-3
18	CCC(=O)Nc1ccc2c(c1)C(=O)N(C)[C@@H]1CC[C@@H](CC(=O)N3CCc4ccccc4C3)O[C@H]1CO2	4	nt	1	11[16.7 µM]
19	CCn1nnc2cc(C(=O)N(CCOC)CC(=O)Nc3cccc(C)c3C)ccc21	-3	-6	-7	-1
20	Fc1ccc(N=c2ssnc2Cl)c(F)c1	-2	nt	-19	-1

nr	FN deposition inh	CFTR F508del cor	Cneo AK release	PGC1a acetyl inh
11	-7	2.5	0	-2
12	-3	-3.6	1	-16
13	1	-0.4	1	12
14	2	-1.9	-1	-3
15	6	-0.2	-2	1
16	6	1.5	-6	2
17	-3	0.2	nt	10
18	2	1.7	nt	-8
19	-9	-2.9	1	2
20	11	-1.7	nt	-1

Additional records follow:
nr	SMILES	INS-1E GSIS act	PglD DTNB	C2C12 statin	miR-122 sensor
21	COc1ccc(CC2S/C(=N/N=C/c3ccc(O)cc3)NC2=O)cc1 (stereo not given)	9	0	1	-9
22	Cn1cc(C(=O)N/N=C/c2cccs2)c2ccccc21	-4	-1	nt	3
23	COc1ccccc1Cn1c(=S)[nH]c2cc(C(=O)NCC(OC)OC)ccc2c1=O	nt	-2	4	nt
24	C[C@@H]1CN([C@H](C)CO)C(=O)Cc2cc(NC(=O)Nc3ccc4c(c3)OCO4)ccc2O[C@H]1CN(C)Cc1ccc(C(=O)O)cc1	9	0	-10	-2[16.7 µM]
25	COc1ccccc1-c1cnc2c(c1)C(=O)N([C@@H](C)CO)C[C@@H](C)[C@@H](CN(C)C(=O)c1ccncc1)O2	6	9	-1	-6[16.7 µM]
26	C[C@@H]1CN([C@@H](C)CO)C(=O)c2cc(N(C)C)ccc2O[C@@H](C)CCCCO[C@@H]1CN(C)CC1CCCCC1	1	-1	7	-2[16.7 µM]
27	CCCn1c(C)nc2c(c1=O)c1nc3ccccc3nc1n2-c1ccccc1	4	-9	1	-4
28	O=C(NC1CCCC1)[C@H]1[C@H](CO)[C@H]2Cn3c(ccc(-c4ccccc4F)c3=O)[C@@H]1N2C(=O)CC1CC1	3	-1	-2	nt
29	C[C@@H]1CN([C@H](C)CO)C(=O)c2cc(NC(=O)CCN3CCOCC3)ccc2O[C@H]1CN(C)Cc1ccc(Cl)c(Cl)c1	7	1	9	10[16.7 µM]
30	COC(=O)C1=C(C)N(Cc2ccc(OC)cc2)C(=O)C1	-4	-4	-11	1

nr	FN deposition inh	CFTR F508del cor	Cneo AK release	PGC1a acetyl inh
21	-5	-3.0	1	nt
22	14	nt	-2	2
23	11	-0.5	0	nt
24	nt	-0.7	-4	11
25	-2	1.0	-1	-1
26	nt	1.0	1	8
27	0	-0.6	-1	nt
28	nt	nt	-1	nt
29	nt	1.0	-3	4
30	nt	2.3	-3	2

Three entries already listed, ordered by the number in miR-122 sensor, high to low.
no.	mol	INS-1E GSIS act	PglD DTNB	miR-122 sensor	CFTR F508del cor	PGC1a acetyl inh
22	Cn1cc(C(=O)N/N=C/c2cccs2)c2ccccc21	-4	-1	3	nt	2
27	CCCn1c(C)nc2c(c1=O)c1nc3ccccc3nc1n2-c1ccccc1	4	-9	-4	-0.6	nt
21	COc1ccc(CC2S/C(=N/N=C/c3ccc(O)cc3)NC2=O)cc1 (stereo not given)	9	0	-9	-3.0	nt

(more compounds)
nr	SMILES	INS-1E GSIS act	PglD DTNB	C2C12 statin	miR-122 sensor
31	O=C(CCc1nnc2n(Cc3ccc(F)cc3)c(=O)c3ccccc3n12)N1CCN(c2ccccn2)CC1	9	-1	15	nt
32	O=C(CSCc1ccc(Cl)cc1)Nc1ccc(Br)cc1C(=O)O	-4	-3	9	0
33	O=C1CC[C@@]23CCCN2C(=O)CCCC3C1 (stereo not given in full)	18	0	-9	-6
34	Cc1ccc(/C=N/N=C2/NC(=O)C(CC(=O)Nc3ccccc3)S2)o1 (stereo not given)	9	7	0	12
35	Cc1cccc(C(=O)N[C@H](C(=O)OCC(=O)NC(=O)c2cccn2C)C(C)C)c1	-6	nt	0	-5
36	CCc1nc2c(OCc3ccc4c(c3)OCO4)cccn2c1N(C=O)Cc1ccc(OC)cc1	-14	-1	-12	-6
37	CCCNC(=O)N1[C@@H](CO)[C@@H]2c3ccccc3N(C(=O)NC(C)C)C[C@@H]21	2	0	0	-3[16.7 µM]
38	C[C@@H]1CN([C@@H](C)CO)C(=O)c2cc(NC(=O)Nc3ccc(C(F)(F)F)cc3)ccc2O[C@@H](C)CCCCO[C@H]1CN(C)C	4	nt	-18	0[16.7 µM]
39	C[C@@H]1CCCCO[C@H](CN(C)C(=O)C2CCCCC2)[C@H](C)CN([C@H](C)CO)C(=O)c2cc(NC(=O)c3ccncc3)ccc2O1	6	-4	26	-4[16.7 µM]
40	CCCC(=O)NC(C)c1nc2ccccc2n1C(C)C (stereo not given)	20	1	16	nt

nr	FN deposition inh	CFTR F508del cor	Cneo AK release	PGC1a acetyl inh
31	0	0.9	10	nt
32	2	nt	-1	-2
33	nt	-0.5	-1	0
34	-6	-1.9	-1	2
35	2	-0.9	nt	3
36	nt	1.7	-2	-10
37	-3	-0.5	51	5
38	nt	-1.3	nt	7
39	nt	2.1	-1	3
40	7	0.8	1	nt

The listing continues:
nr	SMILES	INS-1E GSIS act	PglD DTNB	C2C12 statin	miR-122 sensor
41	COc1ccc(OC)c(CNC(=O)c2ccc(C)c(NC(=O)C3=C(C)OCCS3)c2)c1	5	-1	3	15
42	Cc1ccc2[nH]c3c(c2c1)CCC3=O	nt	4	23	-4
43	Cc1ccccc1OCCCSc1nc2ccccc2[nH]1	-13	1	nt	18
44	COc1ccc(C(=O)Nc2ccccc2C(=O)NCCCn2ccnc2)cc1	nt	6&-5	nt	-3
45	C[C@@H]1CCCCO[C@H](CN(C)S(C)(=O)=O)[C@H](C)CN([C@@H](C)CO)C(=O)c2cc(NC(=O)Nc3ccc(F)cc3)ccc2O1	-5	3	nt	2[16.7 µM]
46	COc1ccc(C(=O)Nc2c(Cl)cc(Cl)cc2C(=O)NCc2ccco2)cc1	nt	8	-149	34
47	COc1ccc(S(=O)(=O)N2CCC(C(=O)NCCN3CCOCC3)CC2)cc1OC	3	19	9	0
48	Cc1nnsc1C(=O)N(Cc1ccccc1)C(C)C	5	0	-6	2
49	CCOP(=O)(OCC)C(Nc1ccc(OC)cc1)c1ccco1 (stereo not given)	0	0	-1	-17
50	O=C(/C=C/c1cccs1)NNC(=O)c1cccc([N+](=O)[O-])c1	-6	-7	-2	-2

nr	FN deposition inh	CFTR F508del cor	Cneo AK release	PGC1a acetyl inh
41	14	0.4	-1	-17
42	nt	nt	-1	11
43	-7	nt	14	nt
44	5	nt	0&0	-8
45	nt	0.7	4	-1
46	-7	nt	0	nt
47	-6	-0.9	1	0
48	2	-0.7	-7	1
49	-10	4.4	8	nt
50	2	1.0	0	0

Additional entries.
nr	SMILES	INS-1E GSIS act	PglD DTNB	C2C12 statin	miR-122 sensor
51	CO[C@H]1CN(C)C(=O)c2ccc(NS(=O)(=O)CC(F)(F)F)cc2OC[C@H](C)N(CC2CCCCC2)C[C@@H]1C	-2	nt	nt	nt
52	O=C(C[C@H]1CC[C@@H]2[C@H](COC[C@H](O)CN2C(=O)c2cnccn2)O1)NCc1ccc(Oc2ccccc2)cc1	-4	-3	23	1[16.7 µM]
53	O=C1C=C(c2ccc(Cl)c(C(F)(F)F)c2)C[C@@H](c2ccc(F)cc2)C1	-30	-2	17	3
54	CN1C(=O)[C@@H]2[C@H](C1=O)[C@@H]1C(=O)Nc3ccccc3C(=O)N1[C@@H]2c1cccc(Br)c1	2	-2	16	nt
55	Cc1nnc(SCC(=O)N(C2CCCCC2)C2CCS(=O)(=O)C2)n1C (stereo not given)	37	-1	2	-3
56	COc1ccc(S(=O)(=O)N(C)C[C@H]2Oc3ccc(NC(=O)CCCCCC(=O)Nc4ccccc4N)cc3C(=O)N([C@H](C)CO)C[C@@H]2C)cc1	-9	nt	nt	nt

nr	FN deposition inh	CFTR F508del cor	Cneo AK release	PGC1a acetyl inh
51	-32	-0.5	nt	1
52	-1	1.1	1	14
53	-19	-0.7	1	7
54	-3	0.0	4	nt
55	-7	1.9	0	4
56	-18	-0.2	nt	-8
